NOD2 inhibition = inhibition of NOD2-driven NF-kB reporter – cell-based, luminescence, uHTS, HEK293 (AID 1566). HEK293 NOD2/NF-kB luciferase reporter, luminescence; higher % means a stronger effect. inhibition, % at 4 µM, or EC50 in µM where a hit was titrated. actives 0.63% (n = 290,000); in the data active = inhibition above about 50%; also: many of its hits are not listed in these tables
NOD1 NF-kB reporter = NOD1 signaling inhibitors, primary screen, cell-based, luminescence, uHTS (AID 1578) | NOD1-driven NF-kB luciferase reporter cells, luminescence; higher % means a stronger effect | one-dose inhibition, % at 4 µM; EC50 in µM for titrated hits | actives 1% (n = 290,000); in the data active = inhibition mostly above about 36%, no sharp cut-off; inactive = mostly below about 34%;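 also: HEK-293T reporter cells stimulated with the NOD1 agonist gamma-tri-DAP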
Starred values were filed as active, the others as inactive.

SMILES	NOD2 inhibition	NOD1 NF-kB reporter
CC(=O)c1ccc(CC2SC(N)=NC2=O)cc1 (centres undefined)	8%	45%
CCN(CC)CCNC(=O)C(Oc1ccccc1)Oc1ccccc1	10%	-1%
COCc1nnc(NC(=O)CS(=O)(=O)c2ccc(C)cc2)s1	-10%	-26%
Cn1c(=O)c2c(nc(CN3CCN(C(=O)c4ccco4)CC3)n2CC(=O)C(C)(C)C)n(C)c1=O	1%	3%
CN1C(=O)C(=O)/C(=C(/O)c2ccc(Br)cc2)C1c1cccc([N+](=O)[O-])c1 (centres undefined)	11%	-17%
Cc1cc(C)c(C)c(S(=O)(=O)Nc2cccc(-n3cnnn3)c2)c1C	24%	3%
COc1ccc(C2CC(=O)c3cnc(NC(=O)c4ccco4)nc3C2)cc1 (centres undefined)	4%	-30%
Cc1cc(=O)[nH]c(N/N=C/c2ccc(-c3ccc(F)cc3)o2)n1	-34%	-56%
O=C(Nc1ccc(N2CCOCC2)c(Cl)c1)c1ccc(-n2cnnc2)cc1	-9%	-9%
O=C1CCN(Cc2cccnc2)CCN1[C@H](CO)c1ccccc1	6%	3%
Cc1nnc(N2CCC(C(=O)NC3CCC(C)CC3)CC2)c2nn(-c3ccc(Cl)cc3)c(C)c12 (centres undefined)	6%	-25%
O=C(NCc1ccc(F)cc1)c1cccc(NC2=NC3CS(=O)(=O)CC3S2)c1 (centres undefined)	15%	18%
CC(C)(C)NC(=O)COC(=O)C1c2ccccc2Oc2ccccc21	-4%	-35%
COc1ccc(N2CCN(CCNC(=O)CCC(=O)NNc3nc4ccccc4c4nc(C)nn34)CC2)cc1	14%	6%
CC(C)CC(OC(=O)CC1Sc2ccccc2NC1=O)C(=O)NC1CCCC1 (centres undefined)	9%	-20%
Cc1ccc(C)c(N2CCN(S(=O)(=O)c3ccc4c(c3)NC(=O)CC(=O)N4)CC2)c1	9%	-18%
O=C(NC1CCCC1)C(c1ccncc1)N(C(=O)c1csnn1)c1ccccc1 (centres undefined)	7%	13%
CC(=O)c1cccc(NC(=O)CSc2ccc(-c3sc(C)nc3C)nn2)c1	23%	-6%
COc1ccc(NC(=O)CCCNC(=O)c2ccc(Cl)cc2)c(OC)c1	-8%	5%
Cn1cc(CCC(=O)NCc2ccc(Cl)cc2)c2ccccc21	1%	-13%
O=C(Nc1ccc(S(=O)(=O)N2CCOCC2)cc1)c1c(F)cccc1F	2%	3%
O=C(Nc1ccnn1C1CCN(C/C=C/c2ccccc2)CC1)c1ccccc1	-8%	-37%
N/C(=N\OC(=O)CSc1ccccc1)c1ccncc1	-2%	-41%
Cc1cc(=O)[nH]c(Nc2cccc(Cl)c2C)n1	3%	4%
COc1ccc(C(=O)N/C(=C\c2cn(S(=O)(=O)N(C)C)c3ccccc23)C(=O)N2CCN(C)CC2)cc1	14%	-15%

Next part:
SMILES	NOD2 inhibition	NOD1 NF-kB reporter
Cc1c(CC(=O)NCC(=O)NCC(=O)O)c(=O)oc2cc3c(cc12)CCC(C)(C)O3	5%	-11%
O=C(COC(=O)c1c(F)cccc1Cl)NC1CCCC1	4%	-4%
COc1ccc(OC)c(C(=O)NC(CC(N)=O)c2ccc(N3CCCCCC3)c([N+](=O)[O-])c2)c1 (centres undefined)	1%	-20%
O=C(CCC(=O)Nc1ccccc1)NNS(=O)(=O)c1ccc(Cl)cc1	8%	-8%
Cc1cccc(C(=O)C2CCN(S(=O)(=O)c3ccc(C(=O)O)cc3)CC2)c1	-2%	-11%
C=CCn1c(SCC(=O)Nc2ccc(F)cc2)nnc1-c1cnccn1	6%	-13%
CCN(C(=O)Cn1c(=O)oc2ccccc21)c1cccc(C)c1	0%	2%
C[C@H](NC(=O)C1CCN(S(=O)(=O)c2ccccc2)CC1)C(=O)NCc1ccc(Cl)cc1Cl	31%	-3%
CCCCN1C(=O)CCC(C(=O)O)C1c1ccc([N+](=O)[O-])cc1 (centres undefined)	15%	-8%
CC1CC[C@@]2(OC1)O[C@H]1CC3[C@@H]4C[C@@H](O)[C@@]5(O)C[C@@H](O)[C@H](O)C[C@]5(C)[C@H]4CC[C@]3(C)[C@H]1[C@@H]2C (some centres undefined)	3%	2%
O=C1Nc2cc(C(=O)N3CCOCC3)ccc2S/C1=C\c1ccccc1	15%	17%
CCOC(=O)C1CCN(C(=O)COC(=O)CN(C)S(=O)(=O)c2ccc(NC(C)=O)cc2)CC1	7%	-15%
O=[N+]([O-])c1cccc2c(S(=O)(=O)N3CCCCC3)cccc12	17%	-11%
COC(=O)c1ccccc1NC(=O)CSc1nc2c(c(=O)[nH]1)CCC2	-4%	-23%
Cc1sc2ncn(CC(=O)NCCCC(=O)N3CCC(C)CC3)c(=O)c2c1C	-4%	-21%
O=C1NC(=O)c2cc(Oc3ccc([N+](=O)[O-])cc3)ccc21	1%	19%
O=C(CCN1C(=O)S/C(=C\c2ccc(F)cc2)C1=O)Nc1ccc(C(=O)O)c(O)c1	3%	1%
Cc1ccc2nc(CCl)[n+]([O-])c(-c3ccccc3)c2c1	-63%	7%
O=C(C1=C(O)C(=O)N(CCN2CCOCC2)C1c1ccc(Br)cc1)c1cc2ccccc2o1 (centres undefined)	-16%	-32%
Cc1cccc(-c2nc(-c3ccncc3)no2)c1	-111%	-39%
Cc1cccc(-c2noc(CN(C)C(=O)c3ccc4c(c3)OCO4)n2)c1	3%	-30%
CCOC(=O)N1CCN(c2nnc(-c3ccccc3)c3ccccc23)CC1	16%	-7%
CCCNc1c(NS(=O)(=O)c2ccc(NC(=O)CC)cc2)c(=O)oc2ccccc12	16%	3%
Cc1ccccc1NS(=O)(=O)c1nnc(NC(=O)c2ccccc2C)s1	-1%	-32%
CC(C)n1c(NCc2ccccc2O)nc2ccccc21	11%	-7%

Reformatted field by field: 4 of the compounds above
Cc1c(CC(=O)NCC(=O)NCC(=O)O)c(=O)oc2cc3c(cc12)CCC(C)(C)O3
- NOD2 inhibition: 5%
- NOD1 NF-kB reporter: -11%

O=C(COC(=O)c1c(F)cccc1Cl)NC1CCCC1
- NOD2 inhibition: 4%
- NOD1 NF-kB reporter: -4%

COc1ccc(OC)c(C(=O)NC(CC(N)=O)c2ccc(N3CCCCCC3)c([N+](=O)[O-])c2)c1 (centres undefined)
- NOD2 inhibition: 1%
- NOD1 NF-kB reporter: -20%

O=C(CCC(=O)Nc1ccccc1)NNS(=O)(=O)c1ccc(Cl)cc1
- NOD2 inhibition: 8%
- NOD1 NF-kB reporter: -8%

Next compounds
SMILES	NOD2 inhibition	NOD1 NF-kB reporter
CCn1nc(C(=O)NCC(c2cccs2)N2CCOCC2)c2ccccc2c1=O (centres undefined)	-14%	-2%
CCCCC(=O)N1CCN(c2nc3ccc(OCC)cc3s2)CC1	3%	-21%
Cc1csc(NC(=O)c2ccc(Br)s2)n1	-51%	-71%
COc1ccccc1CCN1CCCC(CN(C)Cc2ccc(OCCO)cc2)C1 (centres undefined)	-7%	-24%
COc1cccc(NS(=O)(=O)NC(=O)c2c(C)[nH]c3ccccc23)c1	-2%	-19%
Cc1ccc(N2CC(C(=O)NCCS(=O)(=O)N3CCN(c4ccc(F)cc4)CC3)CC2=O)cc1 (centres undefined)	7%	0%
COc1cccc(-c2cc(C(=O)NCC3CCCO3)on2)c1 (centres undefined)	-6%	-45%
O=C(Cc1ccc(Cl)cc1)NC1CCS(=O)(=O)C1 (centres undefined)	-13%	-52%
Cc1cc(C)c(C(=O)C(C)OC(=O)c2ccccn2)cc1C (centres undefined)	8%	9%
O=C(Nc1ccc(F)cc1)C1CC(=O)N(Cc2ccco2)C1 (centres undefined)	15%	-28%
COCCCn1c(C(=O)NCCC2=CCCCC2)cc2c(=O)n3ccccc3nc21	22%	-5%
COc1ccccc1N1CCN(S(=O)(=O)c2ccc(-c3ccc(=O)[nH]n3)o2)CC1	-24%	-20%
COC(=O)c1ccc(OCC(O)CN2C(=O)c3ccccc3C2=O)cc1 (centres undefined)	8%	0%
O=C1c2ccccc2CN1C(CO)c1ccccc1 (centres undefined)	-2%	-3%
Cc1ccc(S(=O)(=O)n2nc(OC(=O)c3c(F)cccc3Cl)cc2N)cc1	12%	12%
COc1ccc(-c2cc(C3CCNCC3)[nH]n2)cc1	4%	15%
Cc1ccc(NC(=O)CN2C(=O)NC(C)(c3ccc(Cl)cc3)C2=O)cc1 (centres undefined)	-18%	-29%
CCOc1ccccc1/C=N/Nc1nc(C)cc(=O)[nH]1	2%	-8%
COc1cc(C(=O)Nc2ccc3ccccc3c2)cc(OC)c1OC	-37%	-36%
CC#CCN(Cc1ccco1)C(=O)c1ccc(OC2CCN(Cc3ccccn3)CC2)cc1	24%	10%
N/C(=N\OC(=O)c1cccc(C(F)(F)F)c1)c1cnccn1	-6%	-39%
Cc1ccc(C(=O)N2CCCC(C(=O)c3ccc(Cl)cc3C)C2)cn1 (centres undefined)	5%	-10%
c1ccc(Cc2c[nH]c3ccccc23)cc1	4%	3%
CC(=O)NC(CC(=O)Nc1cccc(S(=O)(=O)N2CCCC2)c1)c1ccccc1 (centres undefined)	3%	-14%
Cn1c(/C=C/c2ccccc2[N+](=O)[O-])nc2ccccc2c1=O	-13%	21%

More structures follow.
SMILES	NOD2 inhibition	NOD1 NF-kB reporter
CC(C)c1cc(C(=O)OCC(=O)N2CCN(C(=O)c3ccco3)CC2)c(O)c(C(C)C)c1	9%	-39%
CCOc1ccc(N/C=C/C(=O)c2ccc(OC)cc2)cc1	-34%	-36%
O=C(Oc1ccc(-c2nnco2)cc1)C1CCN(C(=O)c2ccc(F)cc2)CC1	2%	-18%
C/C(=N\NC(=O)c1ccc(F)cc1)c1ccc(NC(=O)Cc2ccccc2)cc1	8%	-27%
CC1=NN(C(N)=S)C(=O)C1N=Nc1ccccc1C(=O)O (centres undefined)	8%	-2%
CCOc1ccc(S(=O)(=O)N2CCCC(C(=O)NCC3CCCO3)C2)cc1 (centres undefined)	5%	-24%
C/C(N)=C(/C#N)C(=O)COC(=O)c1ccc(OCC2CCCO2)cc1 (centres undefined)	-12%	-29%
NS(=O)(=O)c1ccc(CCNS(=O)(=O)c2ccc(Cl)cc2)cc1	-4%	-8%
O=C(c1ccc(OC(F)(F)F)cc1)c1ncc[nH]1	-16%	-21%
CCCCOc1ccc(N(CC(=O)NCCOC)C(=O)CCC(=O)Nc2ccccn2)cc1	8%	-14%
CN(Cc1c(C(=O)N/N=C/c2c(F)cccc2Cl)nnn1-c1nonc1N)c1ccccc1	-16%	42%
COc1ccc(/C=C2\Sc3ccc(C(=O)NCCN4CCCCCC4)cc3N(C)C2=O)cc1	14%	-16%
CCOc1ccc(CN2CCNC(=O)C2CC(=O)NCC2CCOCC2)cc1 (centres undefined)	5%	-17%
N#Cc1ccc(CN2CCN(C(=O)CC(NC(=O)c3ccccc3)c3ccccc3)CC2)cc1 (centres undefined)	6%	16%
O=C(NCCCN1CCOCC1)c1ccc(/C=C2\Oc3ccccc3N(Cc3ccccc3F)C2=O)cc1	24%	-7%
O=C(Nc1ccc(Cl)cc1F)C1CC1c1ccccc1 (centres undefined)	5%	-15%
Cc1ccc(NC(=O)CCNC(=O)c2ccc(Br)cc2)nc1	-1%	-27%
Cc1cccc(NC(=O)C(C)SCc2nc3sc(C)c(C)c3c(=O)[nH]2)n1 (centres undefined)	-5%	-38%
N=Nc1c(O)n(CC(=O)Nc2ccccc2)c2ccccc12	-17%	17%
CCOc1ccc(S(=O)(=O)N(C)CC(=O)N2CCCC2)cc1	8%	-31%
CCc1noc(C)c1C(=O)N1CCSC1=Nc1cccc(Cl)c1C	0%	-10%
COc1cc2c(cc1OC)CN(C(=O)C1CCC(=O)N(CCCN3CCOCC3)C1)CC2 (centres undefined)	20%	-8%
CCn1c(Cc2ccccc2)nnc1SCC(=O)N1CCCC1=O	10%	-10%
CC(C)(C)c1ccc(C(=O)Nc2cccc(C(=O)N3CCOCC3)c2)cc1	-50%	-66%
COc1ccc(C(=O)N/N=C/c2ccc(OC)c(COc3c(F)c(F)cc(F)c3F)c2)cc1	14%	18%
CCCCOc1cccc(C(=O)Nc2ccc(S(=O)(=O)Nc3nnc(CC)s3)cc2)c1	16%	2%

Compound profiles, from the list above:
Entry for COc1ccc(/C=C2\Sc3ccc(C(=O)NCCN4CCCCCC4)cc3N(C)C2=O)cc1 → NOD2 inhibition = 14%; NOD1 NF-kB reporter = -16%
Entry for CCCCOc1cccc(C(=O)Nc2ccc(S(=O)(=O)Nc3nnc(CC)s3)cc2)c1 → NOD2 inhibition = 16%; NOD1 NF-kB reporter = 2%
Entry for C/C(=N\NC(=O)c1ccc(F)cc1)c1ccc(NC(=O)Cc2ccccc2)cc1 → NOD2 inhibition = 8%; NOD1 NF-kB reporter = -27%

Screening results as filed in PubChem.

These rows are one share of the data (hit frequency here may not be typical).
